Screening results (PubChem)
AID2073 = inhibitors of Mint1-CaV2.2 protein interaction, biochemical, HTRF (AID 2073); Voltage-dependent N-type calcium channel subunit alpha-1B (Homo sapiens); HTRF protein-protein interaction, Mint1-CaV2.2; higher % means a stronger effect; inhibition, % at 20 µM, or IC50 in µM where a hit was titrated; 290,000 tested, 0.19% active; in the data active = inhibition mostly above about 51%, no sharp cut-off; note: some results filed as inactive read as strong as hits
NS5 inhibitors = Dengue-2 NS5 methyltransferase inhibitors, primary screen, biochemical, confirmation dose response (AID 588689); Genome polyprotein (Dengue virus type 2 (strain 16681-PDK53)); Dengue-2 NS5 methyltransferase capping enzyme assay, biochemical; higher % means a stronger effect; inhibition, % at 25 µM; hits with a dose series show IC50 in µM; 340,000 tested, 0.3% active; in the data active = a potency from the dose series
UTI89 phage lysis = inhibition of K1F phage lysis, E. coli UTI89, bacterial capsule biogenesis inhibitors, alamar blue (AID 488966); E. coli UTI89 K1F phage lysis, alamar blue, 2 h; higher % means a stronger effect; 340,000 tested, 0.02% active; inhibition, % at 100 µM, or IC50 in µM where a hit was titrated;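 active = phage lysis inhibition, versus mean bacterial control, above a set limit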;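 note: capsule biogenesis inhibitors block K1F phage lysis so surviving cells raise fluorescence; higher fluorescence means more inhibition of phage lysis; actives were called in the ten point dose series up to 300 µM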
WT yeast gro inh = growth inhibition of WT strain, primary screen, mitochondrial fusion inhibitor project, WT and mutant strains, chemical genetic. mitochondrial fusion phenotypic screen. inhibition, % at 10 µM. 190,000 tested, 2.1% active. AID 1362, 2008; in the data active = inhibition above about 58%; tested in S. cerevisiae
GPR35 antagonists = GPR35 antagonists blocking zaprinast-driven arrestin recruitment, primary screen, imaging, U2OS, beta-arrestin-GFP, zaprinast agonist (AID 2058). G-protein coupled receptor 35 (Homo sapiens). U2OS GPR35 beta-arrestin-GFP translocation imaging, zaprinast antagonism; higher % means a stronger effect. one-dose inhibition, % at 10 µM; IC50 in µM for titrated hits. 290,000 tested, 0.052% active;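 active = inhibition of at least 50% with at least 30 cells and total cytoplasm GFP at most 10,000,000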
RSV CPE inhibition = RSV antiviral activity via CPE protection, HEp-2 cells, primary 10 µM value included (AID 2391); HEp-2 cells, RSV-induced CPE inhibition; higher % means a stronger effect; one-dose CPE inhibition, % at 10 µM; IC50 in µM for titrated hits; 310,000 tested, 0.13% active; in the data active = a potency from the dose series; note: strong numbers were not always called active
LYP phosphatase = inhibitors of LYP phosphatase, biochemical, fluorescence intensity, uHTS (AID 1779) | recombinant LYP phosphatase, fluorescence intensity; higher % means a stronger effect | one-dose inhibition, % at 11.5 µM; IC50 in µM for titrated hits | 290,000 tested, 0.054% active; in the data active = inhibition above about 50%;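 note: plate controls were vehicle with enzyme for no effect and no enzyme for full effect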
Autophagy mod = autophagy modulators in MEF cells, primary screen, imaging, high-content, MEF GFP-LC3. MEF GFP-LC3 puncta imaging; test concentration mostly 10 µM. calls only at 10 µM (by protocol). AID 463193, 2010. 190,000 tested, 0.98% active;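 active = percentage of spot-positive cells more than 3 SD above its plate mean, without a fluorescence outlier flag or 80% toxicity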;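 note: spot-positive cell cutoff set from DMSO-treated cells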
NTR1 ag = agonists of NTR1, primary screen, imaging, U2OS cells, beta-arrestin-GFP, high content (AID 493036); activation, % at 20 µM; 330,000 tested, 0.17% active; NTR1-U2OS beta-arrestin-GFP spot imaging, agonist mode; Neurotensin receptor type 1 (Homo sapiens), P30989;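 active = activation at or above 40% of the spot to cytoplasm intensity ratio, with at least 20 cells analyzed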;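 note: 0% = DMSO without peptide and 100% = 100 nM NTR1 peptide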
Target sequence (P30989 whole entry, looked up): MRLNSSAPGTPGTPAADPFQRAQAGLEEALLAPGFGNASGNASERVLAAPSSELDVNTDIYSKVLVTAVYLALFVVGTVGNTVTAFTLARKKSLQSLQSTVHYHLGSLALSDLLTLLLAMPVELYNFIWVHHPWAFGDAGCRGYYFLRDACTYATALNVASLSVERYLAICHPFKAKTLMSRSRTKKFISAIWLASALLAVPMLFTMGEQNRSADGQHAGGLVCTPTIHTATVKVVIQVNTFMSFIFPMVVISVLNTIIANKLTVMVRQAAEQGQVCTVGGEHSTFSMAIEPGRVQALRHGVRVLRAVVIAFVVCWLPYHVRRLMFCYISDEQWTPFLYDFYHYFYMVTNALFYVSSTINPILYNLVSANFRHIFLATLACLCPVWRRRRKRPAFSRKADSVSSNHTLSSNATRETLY
WT yeast gro inh mutant strain = further read-out of WT yeast gro inh, marked with its call; inhibition, %; mitochondrial fusion phenotypic screen, mutant strain inhibition
Autophagy mod cell loss 18 h = further read-out of Autophagy mod, marked with its call; toxicity, %; measured here: cell loss, nuclei count;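 cell loss after 18 h compound exposure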
NTR1 ag cell count 20 µM = further read-out of NTR1 ag, marked with its call; cell count; measured here: cell count, cytotoxicity flag
NS5 inhibitors pilot replicate = second read-out of NS5 inhibitors, no call of its own (marks repeat the call); inhibition, %; measured here: pilot screen replicate inhibition
Numbers without * were called inactive; i = inactive; . = no result given; [ ] = remark or other dose.

SMILES	AID2073	NS5 inhibitors	UTI89 phage lysis	WT yeast gro inh	WT yeast gro inh mutant strain	GPR35 antagonists	RSV CPE inhibition	LYP phosphatase	Autophagy mod	Autophagy mod cell loss 18 h	NTR1 ag	NTR1 ag cell count 20 µM	others
O=C1NC2(CCCCCC2)C(=O)N1Cc1ccccc1Cl	1%	-8%	-0.3%	.	.	2%	0.2%	-10%	.	.	2.0	94
COC(=O)C(NS(=O)(=O)c1ccc(F)cc1)c1ccccc1 (centres undefined)	4%	1%	-1.5%	2	-2	-17%	-0.6%	-5%	i	12	1.2	44
COc1cc2[nH]c(=S)n(Cc3ccccc3)c(=O)c2cc1OC	-1%	-2%	0.1%	3	23	3%	3.2%	-3%	i	-4	0.4	67
CCOc1ccccc1N(C(=O)c1snc(C(N)=O)c1N)C(C(=O)NCCC(C)C)c1ccco1 (centres undefined)	2%	4%	-0.6%	6	-27	-3%	4.1%	6%	i	21	1.4	61
Cc1ccc(C)n1-c1ccc(NC(=O)c2ccccc2)cc1	21%	0%	6.1%	-1	-5	1%	4.5%	5%	i	5	-1.7	49
CSc1nc2ccc(NS(=O)(=O)c3c(Cl)cccc3Cl)cc2s1	-3%	-3%	-0.1%	67*	10*	-8%	12%	-7%	i	2	1.7	84
O=c1c(Cc2c(F)cccc2Cl)c(O)ccn1CCc1c[nH]c2ccccc12	1%	-1%	0.0%	-1	7	-7%	3.2%	-1%	i	15	1.8	28
COc1ccccc1C(=O)Nc1ccnn1C1CCN(CCCc2ccccc2)CC1	8%	9%	5.8%	.	.	7%	-2.3%	-11%	.	.	0.1	64
CCOc1cc(/C=N/n2cnnc2)ccc1OC(=O)c1cccc([N+](=O)[O-])c1	11%	-3%	0.7%	4	1	-5%	-0.5%	0%	i	0	6.0	39
CCOC(=O)COc1ccc(C(=O)Nc2cccc(Cl)c2C)cc1	3%	-7%	-2.4%	-10	10	14%	-0.3%	-8%	i	-15	11	53

The final six compounds of the part above open the next one:
SMILES	AID2073	NS5 inhibitors	UTI89 phage lysis	WT yeast gro inh	WT yeast gro inh mutant strain	GPR35 antagonists	RSV CPE inhibition	LYP phosphatase	Autophagy mod	Autophagy mod cell loss 18 h	NTR1 ag	NTR1 ag cell count 20 µM	others
Cc1ccc(C)n1-c1ccc(NC(=O)c2ccccc2)cc1	21%	0%	6.1%	-1	-5	1%	4.5%	5%	i	5	-1.7	49
CSc1nc2ccc(NS(=O)(=O)c3c(Cl)cccc3Cl)cc2s1	-3%	-3%	-0.1%	67*	10*	-8%	12%	-7%	i	2	1.7	84
O=c1c(Cc2c(F)cccc2Cl)c(O)ccn1CCc1c[nH]c2ccccc12	1%	-1%	0.0%	-1	7	-7%	3.2%	-1%	i	15	1.8	28
COc1ccccc1C(=O)Nc1ccnn1C1CCN(CCCc2ccccc2)CC1	8%	9%	5.8%	.	.	7%	-2.3%	-11%	.	.	0.1	64
CCOc1cc(/C=N/n2cnnc2)ccc1OC(=O)c1cccc([N+](=O)[O-])c1	11%	-3%	0.7%	4	1	-5%	-0.5%	0%	i	0	6.0	39
CCOC(=O)COc1ccc(C(=O)Nc2cccc(Cl)c2C)cc1	3%	-7%	-2.4%	-10	10	14%	-0.3%	-8%	i	-15	11	53
CCCc1nnc(NC(=O)CCC(=O)N2CCN(Cc3ccc(C)cc3C)CC2)s1	5%	-5%	0.0%	.	.	11%	22%	-12%	.	.	-0.4	69
Cc1ccc(S(=O)(=O)N2Cc3ccccc3CC2C(=O)Nn2cnnc2)cc1 (centres undefined)	5%	-1%	1.7%	10	-3	-16%	-0.2%	-1%	i	-38	0.0	61
COc1cccc(C=O)c1OCCCOc1cccc2cccnc12	21%	-4%	-2.4%	.	.	6%	16%	-7%	.	.	3.4	68
O=C(O)c1cccc(NC2=C(Cl)C(=O)c3ccccc3C2=O)c1	24%	16µM*	0.1%	5	-9	-1%	.	-4%	i	-4	.	.
COc1ccccc1NS(=O)(=O)c1cc(NC(=O)CCC2CCCC2)ccc1N1CCOCC1	-2%	-3%	-0.1%	2	-10	-11%	-0.4%	5%	i	0	0.7	23
CCC(C)c1ccc(NC(=S)N2CCN(c3ccccn3)CC2)cc1 (centres undefined)	-12%	-8%	0.3%[50 µM]	.	.	11%	5.0%	-4%	.	.	1.5	43
CCn1c(=O)c2c(nc(SCC(=O)N3CCC(C)CC3)n2C)n(C)c1=O	-4%	1%	0.2%	.	.	-20%	0.8%	-5%	.	.	0.4	65
O=C(CCC(=O)N1CCCC1)N1CCCC1	10%	1%	1.1%[50 µM]	.	.	7%	0.2%	-6%	.	.	-0.4	65
Cc1cc(C)n(-c2c(C)[nH]c3ccccc23)n1	-1%	-3%	0.4%	4	10	-3%	-1.1%	-7%	i	-37	1.5	40
O=C(NNC(=O)c1cccnc1SCc1cccc([N+](=O)[O-])c1)c1ccc(F)cc1	-7%	-1%	0.0%	-7	16	-3%	-1.0%	-2%	i	-8	0.1	68
CCOc1ccccc1N1CCN(S(=O)(=O)c2ccc(F)c(F)c2)CC1	3%	-3%	0.1%	11	-11	2%	0.7%	-3%	i	-7	-1.0	47
Nc1c(N(CCC2=CCCCC2)C(=O)c2ccco2)c(=O)[nH]c(=O)n1Cc1ccccc1	.	-7%	0.0%[50 µM]	.	.	.	1.0%	.	.	.	2.7	68
COc1ccc(-n2nnnc2SCC(=O)N2CCOCC2)cc1	32%	-4%	0.0%	8	-8	9%	2.2%	-5%	.	.	-1.8	81
CCCCSc1nnc(NC(=O)CCc2ccccc2)s1	12%	-8%	2.5%	-12	2	3%	1.1%	6%	i	4	-0.6	82
CCCC1S/C(=N/N=C/c2ccc(C)cc2)N(Cc2ccc(OC)cc2)C1=O (centres undefined)	2%	0%	0.2%	5	-26	-7%	14%	5%	i	-7	3.8	74
CC(C)(C)c1ccc(S(=O)(=O)N(CCCN2CCOCC2)Cc2cccs2)cc1	-2%	-3%	0.5%[50 µM]	18	8	13%	0.7%	-3%	i	11	2.1	43
CN(C)S(=O)(=O)c1cccc(NC(=O)CSc2nncn2C)c1	4%	-8%	0.6%	.	.	10%	0.4%	-8%	.	.	3.1	55
C=CCn1c(CC(=O)OC)csc1=Nc1ccc(C(C)=O)cc1	3%	-6%	0.2%	-9	5	10%	12%	-6%	i	-2	0.8	49
CN(C)CCN(C(=O)C1CCCCC1)c1nc2cc3c(cc2s1)OCO3	8%	-3%	0.3%	.	.	-5%	0.7%	-8%	.	.	1.3	57
COc1cccc(NC(=O)CN2C(=O)CSc3nc(C)cc(C)c32)c1	5%	-6%	4.0%	.	.	0%	4.6%	-4%	.	.	1.9	51
O=C1OCCC1Sc1nc2ccccc2c(=O)n1Cc1ccc(F)cc1 (centres undefined)	-12%	0%	2.2%[50 µM]	5	0	4%	-0.5%	4%	i	-7	2.6	54
Cc1nc2ncnn2c(C)c1Cc1ccc(Cl)cc1F	2%	0%	-0.6%	12	4	8%	0.4%	1%	i	4	0.9	77
COc1ccc(NC(=O)Cn2cnc3sc(C)c(S(=O)(=O)N4CCOCC4)c3c2=O)cc1Cl	4%	-8%	0.0%	.	.	0%	3.0%	-9%	.	.	-1.1	43
O=C(c1n[nH]c2ccccc12)N1CCCCC1	-14%	-2%	0.1%	3	-5	-6%	1.4%	-2%	i	6	-0.4	70
CC(=O)N1N=C(c2ccc(C)cc2)OC1c1cccnc1 (centres undefined)	4%	-1%	-0.1%	8	4	-3%	48%	-8%	i	19	1.5	56
Cc1cccc(NS(=O)(=O)c2cccc(C(=O)N3CCN(C/C=C/c4ccccc4)CC3)c2)c1	.	-1%	-0.3%[50 µM]	.	.	.	-0.8%	.	.	.	1.0	66
CCN(CC)C(=O)c1[nH]cnc1C(=O)Nc1ccc(OC)cc1	13%	-2%	1.8%	.	.	-3%	2.9%	-4%	.	.	0.5	69
COCc1c(C(=O)N/N=C(/C)c2cccs2)nnn1-c1nonc1N	-5%	-8%	0.2%	.	.	-13%	2.1%	-7%	.	.	0.7	51
CCOC(=O)C1=C(C)NC(=S)N(C(C)=O)C1c1ccccc1 (centres undefined)	-13%	-2%	-0.1%	3	-16	-8%	-0.1%	-3%	i	-3	1.1	41
CCOc1ccc(N=c2scc(-c3ccc(OC)cc3)n2CCO)cc1	11%	-6%	0.0%	-2	1	-18%	6.2%	-4%	i	4	5.7	87
Cc1cc(Cl)ccc1NC(=S)NCC(C)C	-3%	4%	8.7%	7	12	-9%	0.5%	-5%	i	4	-0.1	46
COC(=O)c1c(C(=O)c2ccc(Br)cc2)n(C)c2ccccc12	.	-3%	0.0%[50 µM]	.	.	.	-0.2%	.	.	.	0.1	74
CN(Cc1ccon1)C(=O)C1CCN(C2CCN(CCCc3ccccc3)CC2)CC1	-1%	-2%	0.2%	.	.	-1%	-0.9%	-11%	.	.	-0.1	71
Cc1cc(C)c(C#N)c(OCC(=O)Nc2ccccc2)n1	-9%	-5%	0.0%	.	.	0%	0.8%	-6%	.	.	0.1	86
Cc1onc(C(N)=O)c1C(=O)Nc1ncc(C(F)(F)F)cc1Cl	4%	5%	-1.2%	7	-6	4%	1.1%	-6%	i	-13	2.9	40
COC(=O)Cc1nnc(Nc2cccc(C)c2)c2ccccc12	6%	-6%	-0.8%	.	.	0%	.	-6%	.	.	-1.0	26
O=C(CN1CCCCCC1)Nc1ccc(Br)cc1Br	-4%	-3%	7.4%	2	6	14%	5.6%	-8%	i	24	10	51
O=C(O)c1ccc(NC(=O)c2ccccc2Br)c(NC(=O)c2ccccc2Br)c1	-3%	-1%	-2.0%	.	.	16%	2.6%	-5%	.	.	-0.7	74
COc1ccccc1NS(=O)(=O)c1ccc(OC)c(OC)c1	14%	0%	3.4%	3	55	-5%	1.4%	-4%	i	-4	-0.6	74
CCOC(=O)N1CCN(Cc2cc(=O)oc3ccc4ccccc4c23)CC1	0%	5%	0.3%	9	-19	-10%	3.6%	3%	i	2	3.1	64
CCOC(=O)C(C)Oc1cccc2c(=O)n(CC(=O)Nc3ccc4c(c3)OCCO4)ccc12 (centres undefined)	19%	-3%	-1.2%	1	9	16%	1.0%	-3%	i	13	0.3	87
CCCCC(=O)NC(=S)Nc1ccccc1C(=O)Nc1ccccc1	-2%	-1%	3.0%	-10	-90	-2%	0.1%	11%	i	-2	0.4	52
CC(=O)N1CCc2[nH]c3ccccc3c2C1	-7%	-4%	-0.4%	3	2	5%	1.9%	-1%	i	8	-0.8	76	NS5 inhibitors pilot replicate=-4.7
N#Cc1ccc(Oc2cc(C(F)(F)F)nc(-c3ccccn3)n2)cc1	0%	-10%	0.2%	5	15	11%	0.0%	-4%	i	-18	-2.4	90
Cc1ccc(OCCNC(=O)Cc2ccc(S(=O)(=O)N3CCOCC3)s2)cc1	8%	-3%	0.2%	.	.	5%	-0.6%	-7%	.	.	0.1	67
